# A549 viability = Nrf2 qHTS screen for inhibitors: counterscreen for cytotoxicity; A549 ARE-Fluc cells, CellTiter-Fluor viability, 18-24 h; Potency, µM (doses to about 46 µM), inactives show top-dose activity change, negative = cytotoxicity, actives largely listed as inhibitors; 390,000 tested, 0.16% active; AID 504648, 2011; also: potency is read from the fitted curve at half-maximal effect; % is scaled to controls: 0 for no effect and ±100 for the full control effect
#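 Cytotoxicity counterscreen: CellTiter-Fluor fluorescence was measured in A549 ARE_Fluc cells after 18-24 h of compound exposure in a concentration series. The subsequent BugLite luminescent read reports ARE-luciferase activity.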
# ATXN2 expr inh = Primary qHTS for Inhibitors of ATXN expression; HEK-293 ATXN2-luciferase reporter, luminescence, 24 h; Potency, µM (top dose mostly 57 µM), without a hit: top-dose activity change, negative = inhibition, usual class: inhibitors; 360,000 tested, 0.72% active; also: potency is read from the fitted curve at half-maximal effect; % is scaled to controls: 0 for no effect and ±100 for the full control effect; nearly all actives have a fitted effect of over 55% in size
#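 qHTS (up to 57 uM final) was run with 24 h compound exposure of reporter cells at 37 °C. Each well was multiplexed: SteadyGlo luminescence measured ATXN2-luciferase expression after a fluorogenic Gly-Phe-AFC viability readout (25 uM final).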
# IL-1B inflam inh = qHTS for Inhibitors of Inflammasome Signaling: IL-1-beta AlphaLISA Primary Screen. AID 743279, 2014. activity change, % at 57.5 µM. 360,000 tested, 4.7% active. THP-1 LPS/ATP IL-1B secretion, AlphaLISA, 16 h; hits give low values; in the data active = activity change below about -50%; inconclusive = mostly about -30% to -49%; also: % is scaled to controls: 0 for no effect and ±100 for the full control effect
#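 THP-1 cells pretreated 1 hr with compounds (up to 57.5 uM final), then stimulated with LPS (250 ng/mL final) plus ATP (1.25 mM final); secreted IL-1B measured by AlphaLISA after 16 hr, decreased signal indicating inhibition.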
# S2 tox = Viability Counterscreen for Primary qHTS for Inhibitors of ATXN expression. Potency, µM (series often up to 56.7 µM), hits mostly cytotoxic. S2 cells (HEK-293 line with an ATXN2-luciferase reporter) viability, CellTiter-Fluor protease fluorescence, 24 h. 400,000 tested, 0.49% active; also: potency is read from the fitted curve at half-maximal effect; nearly all actives have a fitted effect of over 40% in size
# HepG2 viability = qHTS for Inhibitors of TGF-b: Cytotox Counterscreen; Potency, µM (titrated, usually from 46.1 µM), without a hit: at the top dose activity change, negative = cytotoxicity, most hits filed as cytotoxic; AID 588856, 2011; HepG2 CAGA-GFP viability, ATP luminescence, 18 h; 410,000 tested, 0.76% active; also: potency is read from the fitted curve at half-maximal effect; some results filed as inactive show a strong effect at the top dose
#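 HepG2 CAGA-GFP cells (1000/well, DMEM with 1% FBS) received compound, then TGF-beta at 500 pg/mL final, and were incubated 18 hours at 37 degrees C. Viability was read by CellTiter-Glo luminescence. Media-only wells were set as complete cell-killing and DMSO as no toxicity.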
# Nrf2 activator = qHTS of Nrf2 Activators | AREc32 ARE-luciferase reporter (MCF7-derived line), luminescence, 24 h | Potency, µM (highest dose often 46.1 µM), inactives show at the top dose activation, most hits filed as activators | 410,000 tested, 0.31% active | AID 624171, 2012; also: potency is read from the fitted curve at half-maximal effect; % of control where 0% means no effect; nearly all actives have a fitted effect of over 65% in size
#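 Quantitative high-throughput format: AREc32 reporter cells, 1000 per well, received compound by pin transfer and were incubated 24 hr at 37 deg C, 5% CO2, before Steady-Glo luminescence detection.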
# Nrf2 block = Nrf2 qHTS screen for inhibitors. A549 ARE-Fluc reporter, luciferase luminescence, 18-24 h. Potency, µM (titrated, usually from 46 µM), without a hit: at the highest dose activity change, negative = inhibition, usual class: inhibitors. 360,000 tested, 2.1% active; also: potency is read from the fitted curve at half-maximal effect; % is scaled to controls: 0 for no effect and ±100 for the full control effect; nearly all actives have a fitted effect of over 60% in size
#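 Nrf2 function is reported as luminescence of an ARE-controlled luciferase in A549 cells. Compounds were tested at several concentrations, and a CellTiter-Fluor read on the same wells flagged cytotoxicity.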
# TGFb SMAD3 inh = qHTS for Inhibitors of TGF-b. 410,000 tested, 1.2% active. AID 588855, 2011. Potency, µM (top dose mostly 46.1 µM), without a hit: top-dose activity, negative = inhibition, actives largely listed as inhibitors. HepG2 CAGA-GFP TGF-b/SMAD3 reporter, GFP fluorescence, 18 h; TGF-beta stimulated, 500 pg/mL final; also: potency is read from the fitted curve at half-maximal effect; % is scaled to controls: 0 for no effect and ±100 for the full control effect; nearly all actives have a fitted effect of over 65% in size
#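 Using HEPG2 CAGA-GFP reporter cells at 1000 cells/well, we pinned test compounds, stimulated with recombinant TGF-beta (500 pg/mL final) and measured total well GFP after 18 h.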
# MCF10A rerep = A quantitative high throughput screen for small molecules that induce DNA re-replication in MCF 10a normal breast cells | MCF 10A DNA re-replication, Hoechst nuclear intensity, 48 h | Potency, µM (top dose mostly 46.1 µM), for inactives: at the top dose activity, positive = re-replication, usual class: activators | 350,000 tested, 2.9% active | AID 624296, 2012; also: potency is read from the fitted curve at half-maximal effect; % of control where 0% means no effect; nearly all actives have a fitted effect of over 50% in size
# * = called active by the depositor; i = inactive; ? = inconclusive; nt = not tested or not shown; & = joins results of further samples; ! = repeats disagree; [ ] = another dose, or the depositor's remark. Unless noted, calls follow the shape of the dose curve; as a rule, active = well fitted curve in the direction sought with a large enough effect; inconclusive = small, poorly fitted or top-dose-only effect, or another doubt; inactive = no such curve, though single readings can be large; an effect the other way counts as inactive or inconclusive.
SMILES,A549 viability,ATXN2 expr inh,IL-1B inflam inh,S2 tox,HepG2 viability,Nrf2 activator,Nrf2 block,TGFb SMAD3 inh,MCF10A rerep
COc1ccc(N(CC(=O)NCc2ccc3c(c2)OCO3)S(=O)(=O)c2c(C)nn(C)c2C)cc1,12%,7%,67,i,2%,2.0%,17%,-1%,0%
CCCOc1ccc(C(=O)Nc2ccc(C)cc2[N+](=O)[O-])cc1,-1%,7%,-10,i,-8%,-0.2%,?,2%,?
C=C(C)Cn1c(SCC(=O)c2ccc(Br)cc2)nc2sc3c(c2c1=O)CCCC3,-1%,11%,nt,i,5%,-0.2%,9%,2%,nt
CCCCCCSc1ccc(-c2nc3ccc(C)cn3c2NCc2ccccc2)cc1,-2%,-3%&7%,-110*!,?,-14%,-0.5%&6.0%,12%,-27%,?
O=C(NCc1nc(-c2ccc(Cl)cc2)no1)c1ccco1,-3%,12%,9,i,13%,3.1%,-4%,-1%,9%
O=C(COC(=O)CSc1ccc(Cl)cc1)NCCc1ccccc1,12%,-11%,-4,i,-4%,1.2%,-12%,0%,7%
COCCCN1C(=O)c2ccc(C(=O)Nc3cccc(OC)c3)cc2C1=O,-9%,5%,1,i,-50%,3.2%,13%,-4%,?
Cc1ccccc1NCC(=O)Nc1cc(S(=O)(=O)N2CCCCC2)ccc1C,8%,nt,-25,nt,4%,-0.3%,-35%,-18%,-7%
CCOC(=O)c1ccc(S(=O)(=O)N2CCN(C3CCCC3)CC2)cc1,7%,-19%,13,i,-7%,-0.5%,24%,9%,12%
COc1ccccc1C(=O)N/N=C(\C)c1ccc(NC(=O)C2CC2)cc1,-3%,-16%,20,i,13%,3.8%,-18%,-1%,?
O=C(NCCN1CCN(C(=O)c2ccc([N+](=O)[O-])cc2)CC1)C(=O)NCc1ccccc1,2%,-37%,12,?,-1%,-0.3%,?,-4%,-48%[inhibitor]
O=C(O)CNc1ccc(S(=O)(=O)C(F)(F)F)cc1[N+](=O)[O-],?,7%,44,i,-21%,0.4%,-9%,?,1%

# The closing three records of the part above come first, to join the parts:
SMILES,A549 viability,ATXN2 expr inh,IL-1B inflam inh,S2 tox,HepG2 viability,Nrf2 activator,Nrf2 block,TGFb SMAD3 inh,MCF10A rerep
COc1ccccc1C(=O)N/N=C(\C)c1ccc(NC(=O)C2CC2)cc1,-3%,-16%,20,i,13%,3.8%,-18%,-1%,?
O=C(NCCN1CCN(C(=O)c2ccc([N+](=O)[O-])cc2)CC1)C(=O)NCc1ccccc1,2%,-37%,12,?,-1%,-0.3%,?,-4%,-48%[inhibitor]
O=C(O)CNc1ccc(S(=O)(=O)C(F)(F)F)cc1[N+](=O)[O-],?,7%,44,i,-21%,0.4%,-9%,?,1%
O=C(CN1CCC(n2nnc3cc(C(F)(F)F)ccc32)CC1)Nc1ccc2c(c1)CCC2,?,-22%,-50*,i,-2%,-0.2%,?,-3%,16%
O=C(c1cc(C2CC2)nn1-c1ccccc1)N1CCN(c2ccc(O)cc2)CC1,-2%,-12%,-13,i,-6%,2.7%,-7%,0%,27%
CCN(CC)S(=O)(=O)c1cccc(-c2nnc(SCC(=O)NC)n2CCc2ccccc2)c1,-11%,5%,-9,i,-16%,-1.7%,6%,-1%,-1%
CCCCN1C[C@H](c2ccc(OC)cc2)[C@@H](CC(=O)Nc2ccc(Br)cc2)C1=O,nt,7%,21,i,-38%,7.8%,nt,-11%,nt
Cn1c(C(=O)NCCCN2CCN(c3ccccc3F)CC2)cc2c(=O)[nH]c3ccccc3c21,-5%,-9%,-3,?,-44%,3.6%,?,-14%,23µM*
C[C@H](CO)N1C[C@H](C)[C@@H](CN(C)C(=O)Nc2ccc(F)cc2)Oc2ccc(NS(C)(=O)=O)cc2C1=O,0%,10%,-5,i,-2%,-0.3%,5%,12%,1%
CC(=O)c1cccc(NC(=O)CSc2nc3c(c(=O)[nH]2)CCC3)c1,-1%,1%,nt,i,-2%,-0.1%,?,-1%,nt
CCOC(=O)c1[nH]c2cc3c(cc2c1NC(=O)CN1CCC2(CC1)OCCO2)OCO3,-8%,4%,-5,i,7%,-0.3%,-6%,?,15%
Cc1ccc(S(=O)(=O)N2CCCCC2)cc1NC(=O)COC(=O)c1ccc(O)cc1,-3%,-17%,-18,i,-9%,0.5%,4%,0%,-10%
CCCN(CCC)CCNC(=O)c1cn(C)c(=O)c2c1c1ccccc1n2C,4%,-1%,14,i,-7%,-0.5%,15%,0%,15%
OCCSc1nc(-c2ccccc2)nc2c1CCC2,-19%,nt,-15,i,-14%,-0.4%,?,5%,0%
COc1cc(C(=O)NCC(c2ccccc2)N(C)C)ccc1OCC(=O)N1CCOCC1 (stereo not given),-4%,-18%,2,i,2%,0.2%,7%,-1%,-1%
CCN1CCN(C(=O)NS(=O)(=O)c2ccc(C)cc2)CC1,-2%,-8%,14,i,-9%,0.1%,6%,-7%,1%
O=C(NCCS(=O)(=O)N1CCN(c2ccc(F)cc2)CC1)c1ccccc1Br,-10%,nt,nt,nt,-43%,3.8%,nt,-5%,nt
O=C(NC1CC1)C1CCN(S(=O)(=O)c2cc(Cl)ccc2Cl)CC1,10%,11%,-1,i,-8%,0.7%,-2%,-2%,-2%
CC1CC(C)(C)CC2(C1)NC(=O)N(CC(=O)NCCc1ccc3c(c1)OCCO3)C2=O (stereo not given),-1%,-19%,0,?,4%,-0.3%,-1%,-7%,1%
CCOC(=O)c1c(NC(=O)C(=O)N/N=C(\C)c2ccc(OC)cc2)sc2c1CCCCC2,-7%,2%,4,i,6%,-0.2%,-21%,1%,8%
Cn1c(SCC(=O)NNC(=O)Cc2ccccc2)nc2ccccc2c1=O,-4%,nt,-11,i,3%,-0.5%,12%,12%,2%
CC(C)CC(CC(C)C)=NNC(=O)c1ccc2c(c1)OCO2,10%,12%,5,i,-22%,2.3%,-8%,3%,?
CCS(=O)(=O)NCC(c1ccco1)N1CCN(c2ccccc2)CC1 (stereo not given),0%&0%,6%,-4,i,5%&2%,2.5%&0.2%,-2%,-1%&7%,5%
COc1ccc(NC(=S)N(CCCN2CCCC(C)C2)Cc2cccs2)cc1 (stereo not given),-7%,-23%,-23,i,-4%,2.5%,9%,-1%,28%
Nc1nnc2cc(F)ccc2n1,nt,nt,-1,i,-74%,1.1%,nt,8%,nt
O=C(CN1C(=O)NC(Cc2ccccc2)C1=O)Nc1ccccc1 (stereo not given),?,24%,14,i,2%,-0.2%,?,14%,-8%
CSc1cccc(NC(=O)CC(c2cccs2)N2Cc3ccccc3C2=O)c1 (stereo not given),0%,-12%,nt,i,-26%,4.2%,-14%,?,nt
Cc1nc2c(o1)CCc1ccccc1C2N1CCN(C)CC1 (stereo not given),-6%&14%&-5%,-11%&-31%&10%,-12&-18&-11,?,-7%&-7%&-12%,-0.1%&-0.8%&-0.1%,-12%&11%&-9%,8%&1%&6%,1%&-38%&2%
CC1CCN(S(=O)(=O)c2ccc3c4c2CC(=O)N4CC(C)S3)CC1 (stereo not given),-8%,?,-6,nt,4%,9.6%,21µM*,-14%,-14%
O=C(NC1CC1)C1=C[C@@H](c2ccccc2)C[C@@H](OCCCCO)O1,6%,4%,13,i,-36%,0.5%,-4%,1%,-26%
COc1ccc(CNC(=O)c2cc3c(=O)[nH]c4ccccc4c3s2)cc1,0%,4%,nt,i,17%,0.1%,7%,-1%,nt
CCCCCC(=O)N1C[C@H](n2cc(C3CC3)nn2)[C@@H](O)C[C@@H]1c1ccc(OC)cc1,nt,-4%,-2,i,0%,-0.4%,nt,-3%,nt
COc1cc(OC)cc(C(=O)Nc2ccc(-n3cnnn3)c(C)c2)c1,-4%,30%[activator],-68*,i,-36%,3.1%,12%,31%,-31%[inhibitor]
CCCCC(=O)Nc1ccc(N2CCN(S(C)(=O)=O)CC2)cc1,-1%,4%,3,i,0%,-0.8%,-9%,0%,2%
COc1ccc(S(=O)(=O)N2CCOC23CCN(S(=O)(=O)c2ccc(C)cc2)CC3)cc1,-3%,-18%,-13,i,-20%,-0.1%,-6%,17%,?
CC(C)CNC(=O)c1cc([N+](=O)[O-])ccc1N1CCOCC1,-9%,-2%,0,i,-6%,-0.2%,-1%,-17%,1%
O=S(=O)(NC1CCCCC1N1CCN(c2ccccc2F)CC1)c1ccc(Cl)cc1 (stereo not given),1%,-12%,48,i,-16%,-0.1%,-18%,-24%,3%
CCc1ccc(-n2c(SCc3cc(=O)n4cc(Br)ccc4n3)nc3[nH]ncc3c2=O)cc1,?,-29%,nt,i,-8%,2.7%,16µM*,-1%,?
Cc1ccc(OCCn2cc(Br)c(=O)[nH]c2=O)cc1,-1%,-2%,14,i,-20%,3.5%,-14%,1%,4%
CCCCN(C(=O)C1=NN(c2cc(C)ccc2C)C(=O)CC1)c1c(N)n(CCC)c(=O)[nH]c1=O,-4%,-1%,11,i,-13%,0.3%,8%,-7%,6%
Cc1ccccc1NC(=O)N(O)C1(C#N)CCCCC1,-1%,0%,6,i,7%,1.6%,6%,-4%,-2%
CCc1ccc(N2C(=O)CC(Cn3nc(C)cc3C)C2=O)cc1 (stereo not given),-7%,nt,0,i,-1%,-0.9%,-8%,4%,-1%
CC(C)(C)c1nc[nH]c(=O)c1Br,-3%,-1%,5,i,-1%,-0.4%,17%,6%,-1%
Cn1cc(-c2cc3n(n2)CCC(=O)N3CCCC(=O)Nc2ccc(F)cc2F)c2ccccc21,9%,-8%,nt,i,-25%,0.3%,nt,?,nt
CC(C)(C)NC(=O)C(=O)NNC(=O)c1ccc(C(C)(C)C)cc1,-8%,-7%,14,i,2%,-0.1%,-3%,-1%,23%
CCCn1c(=O)c2c(C(F)(F)F)cc(-c3cccs3)nc2n(CCC)c1=O,0%,-12%,17,i,-5%,-0.5%,3%,-1%,-2%

# Screening results: PubChem, National Center for Advancing Translational Sciences (NCATS)
